COUP-TFII inh: inhibitors of human COUP-TFII (NR2F2) | P24468 | HEK293T NGFI-A luciferase reporter, luminescence | inhibition, % at 8.6 µM | 0.7% of 370,000 active;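 active = inhibition above a per-plate cutoff, mean inhibition of test wells between control levels plus 3 SD, cut at about 38% in these data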;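 note: cells cotransfected with COUP-TFII expression vector driving the NGFI-A reporter; 0% = median of COUP-TF2 test wells and 100% = reporter-only cells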
NCOA1 inh: inhibitors of human steroid receptor coactivator 1 (SRC1); HEK293 GAL4-SRC1 luciferase reporter, luminescence; inhibition, % at 3.6 µM; 0.12% of 360,000 active; AID 588354;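 active = inhibition above the campaign mean plus 3 SD, with each screening campaign given its own cutoff, cut at about 60% in these data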;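 note: 0% = DMSO treated cells and 100% = gossypol at 36 µM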
NCOA3 inh: inhibitors of human steroid receptor coactivator 3 (SRC3). Q9Y6Q9. AID 588352. 0.17% of 360,000 active. HEK293 GAL4-SRC3 luciferase reporter, luminescence. inhibition, % at 3.6 µM;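 active = inhibition above a per-campaign cutoff, the mean of all compounds plus 3 SD, cut at about 60% in these data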;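 note: 0% = DMSO-treated cells and 100% = gossypol-treated cells at 36 µM; higher means less SRC3-driven luciferase light from the GAL4 reporter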
Target sequence (Q9Y6Q9 whole entry, looked up, the tested form may be a part): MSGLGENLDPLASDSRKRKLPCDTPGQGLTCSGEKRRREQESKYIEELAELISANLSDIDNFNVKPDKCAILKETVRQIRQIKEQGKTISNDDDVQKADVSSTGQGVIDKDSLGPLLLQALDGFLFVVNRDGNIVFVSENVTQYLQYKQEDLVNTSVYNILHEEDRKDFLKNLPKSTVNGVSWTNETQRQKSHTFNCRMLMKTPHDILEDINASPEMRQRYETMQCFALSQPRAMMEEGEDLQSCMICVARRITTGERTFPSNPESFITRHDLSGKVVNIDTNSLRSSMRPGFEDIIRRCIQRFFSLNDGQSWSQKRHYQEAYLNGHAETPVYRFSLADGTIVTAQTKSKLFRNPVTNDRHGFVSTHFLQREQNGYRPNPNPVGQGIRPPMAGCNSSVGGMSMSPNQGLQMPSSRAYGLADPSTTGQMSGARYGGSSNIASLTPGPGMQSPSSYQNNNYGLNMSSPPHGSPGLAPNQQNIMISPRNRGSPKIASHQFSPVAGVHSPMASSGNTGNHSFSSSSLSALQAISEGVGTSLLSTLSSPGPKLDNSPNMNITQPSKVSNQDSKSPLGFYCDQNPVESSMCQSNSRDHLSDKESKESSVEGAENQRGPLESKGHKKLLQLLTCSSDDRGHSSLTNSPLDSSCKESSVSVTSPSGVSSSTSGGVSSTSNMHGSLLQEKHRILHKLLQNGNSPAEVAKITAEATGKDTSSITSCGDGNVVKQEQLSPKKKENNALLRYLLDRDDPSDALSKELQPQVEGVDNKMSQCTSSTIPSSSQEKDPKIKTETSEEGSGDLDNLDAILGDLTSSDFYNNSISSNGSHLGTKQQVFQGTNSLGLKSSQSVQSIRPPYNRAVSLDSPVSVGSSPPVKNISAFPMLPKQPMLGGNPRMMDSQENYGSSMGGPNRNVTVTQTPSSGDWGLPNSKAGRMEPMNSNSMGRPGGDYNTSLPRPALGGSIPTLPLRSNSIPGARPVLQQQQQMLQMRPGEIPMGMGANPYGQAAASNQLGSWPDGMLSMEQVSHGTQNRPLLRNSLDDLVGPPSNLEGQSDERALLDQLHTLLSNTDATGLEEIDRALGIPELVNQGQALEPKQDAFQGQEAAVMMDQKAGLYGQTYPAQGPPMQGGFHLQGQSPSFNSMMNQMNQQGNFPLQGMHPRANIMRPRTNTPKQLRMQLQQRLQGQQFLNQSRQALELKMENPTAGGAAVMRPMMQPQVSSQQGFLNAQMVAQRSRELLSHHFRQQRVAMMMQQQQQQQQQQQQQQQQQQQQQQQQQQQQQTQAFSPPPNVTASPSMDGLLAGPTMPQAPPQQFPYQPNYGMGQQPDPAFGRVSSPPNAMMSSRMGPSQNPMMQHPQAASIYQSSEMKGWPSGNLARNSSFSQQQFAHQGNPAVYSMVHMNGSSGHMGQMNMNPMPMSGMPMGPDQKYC
NOD2 RIPK2 PPI: blocks binding of human NOD2 to RIPK2. AID 624267. inhibition, % at 4.98 µM. 0.38% of 360,000 active. CHO BLA complementation NOD2-RIPK2, CCF4 ratio; in the data active = inhibition above about 21%;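 note: 0% = vehicle only and 100% = reference blocker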
LMP1 NFkB inh: reduces LMP1-driven NF-kappaB luciferase signal | LMP1-induced NF-kappaB luciferase reporter cells, luminescence | inhibition, % at 12.5 µM | 0.69% of 350,000 active; in the data active = inhibition above about 41%;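 note: 0% = neutral control wells and 100% = reference inhibitor control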
MC4R ag barr: agonists of human melanocortin 4 receptor (MC4R) beta-arrestin; P32245; U2OS MC4R beta-arrestin complementation, luminescence; percent of melanotan II response, DMSO zero; activation, % at 8.9 µM; 0.98% of 360,000 active;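 active = activation above a per-plate cutoff, the mean activation of sample wells on that plate plus 3 SD, cut at about 8% in these data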
TLR9-MyD88 inh: blocks human TLR9 binding to MyD88; inhibition, % at 4.98 µM; CHO BLA complementation TLR9-MyD88, CCF4 FRET ratio; 0.21% of 340,000 active; Q9NR96+Q99836;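 active = inhibition above the mean over all tested compounds plus 3 SD, cut at about 21% in these data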;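 note: 0% = DMSO only wells and 100% = clavulanate BLA inhibitor control wells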
NCOA2 inhibitor: inhibits human steroid receptor coactivator 2. Q15596. HEK293 GAL4-SRC2 luciferase reporter, luminescence. inhibition, % at 9 µM. 0.17% of 370,000 active;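 active = inhibition above the mean inhibition of all tested compounds plus 3 SD, set per campaign, cut at about 52% in these data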;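 note: 0% = DMSO treated cells and 100% = cells given Gossypol at 36 µM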
NR5A2 inv ag: inverse agonists of human LRH-1 (NR5A2) | O00482 | inhibition, % at 3.6 µM | AID 602396 | 0.13% of 360,000 active | HEK293T StAR-luciferase reporter, LRH-1 transfected, 24 h;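 active = inhibition above the mean inhibition of all tested compounds plus 3 SD, cut at about 73% in these data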;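 note: 0% = DMSO wells and 100% = reporter-only cells lacking LRH-1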
MC4R antag cAMP: blocks human MC4R cAMP signaling; P32245; 0.48% of 360,000 active; inhibition, % at 6.5 µM; MC4R-expressing cells, MTII-stimulated cAMP, LANCE TR-FRET; AID 540295;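 active = inhibition above its plate's cutoff, the mean of tested wells on that plate plus 3 SD, cut at about 29% in these data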;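 note: 0% = Melanotan II alone and 100% = Melanotan II plus saturating MCL0020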
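System – human MC4R-expressing U2OS cells · Also added – Melanotan II · Dosing – one concentration, 6.5 µM nominal · Timing – 30-min compound, 1-h challenge, 1-h detection, room temperature · Measured by – Eu-cAMP/anti-cAMP TR-FRET, emission 671 nm · Replicates – singlicate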
ABHD5 PLIN5 PPI: ABHD5-PLIN5 protein interaction inhibition. Q00G26+Q8WTS1. Split G. princeps luciferase complementation, luminescence, 4 h. inhibition, % at 4 µM. 0.78% of 360,000 active. AID 602281;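 active = inhibition above the mean inhibition across every tested compound plus 3 SD, cut at about 22% in these data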;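 note: 0% = DMSO only wells and the 100% control is not disclosed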
* hit, by the source's call; . = not tested or not shown. Only part of the results is shown; rates above refer to the full screens.

smiles,ABHD5 PLIN5 PPI,LMP1 NFkB inh,MC4R ag barr,NCOA3 inh,NOD2 RIPK2 PPI,TLR9-MyD88 inh,COUP-TFII inh,MC4R antag cAMP,NCOA1 inh,NR5A2 inv ag,NCOA2 inhibitor
Cc1nn(S(=O)(=O)c2ccc(Cl)cc2)c(C)c1S(=O)(=O)N1CCOCC1,-5,-19,-0.6,-2,-9,-12,10,-3,-21,-6,-1
COc1ccc(/C=C2\SC(=O)NC2=S)cc1OC,-8,-2,-3.0,9,-8,5,-8,-10,-12,19,10
Cc1ccc2c(CN(C)Cc3ccccc3)cc(=O)oc2c1,-5,.,.,-86,-2,.,-23,.,-85,-89,-88
COc1ccc(/C=N\NC(=O)C2CCCC2)cc1Br,-11,-8,-2.6,-36,-10,0,-41,1,-34,-58,-33
NC(=O)COC(=O)CC1CC2CCC1C2 (stereo unspecified),-8,-5,-1.9,-7,5,1,1,1,-1,-4,3
COc1cc2[nH]c(=O)n(Cc3ccccc3Cl)c(=O)c2cc1OC,0,0,-0.9,16,2,-12,2,-8,17,6,6
CCC(=NOCc1ccccc1)C(=O)NNS(=O)(=O)c1ccc(C)cc1,-4,0,1.1,-3,5,4,-13,10,-12,7,-20
COc1ccccc1/C=C1/C(=O)ON=C1C,5,-1,-0.5,-6,-5,4,-1,3,-1,0,-27
CC1CCC(=NNc2ccc(C(F)(F)F)cc2[N+](=O)[O-])CC1 (stereo unspecified),0,1,2.5,7,-9,-1,-5,22,-35,-16,-10
O=C(CSCc1ccc(Cl)cc1)Nc1ccc2c(c1)OCCO2,-6,-11,0.0,-47,-5,4,-21,-2,-38,-33,-41
Cc1ccc(CNc2ccc(N3CCN(C)CC3=O)cc2)cc1,-2,0,0.4,-25,-8,3,12,0,-5,-5,-3
COc1cc2c(cc1OC)C(c1ccc(SC)cc1)CC(=O)N2 (stereo unspecified),-5,1,-1.4,6,-12,-6,-8,6,-5,-7,6
COCCN1C(=O)COc2ccccc2C1C(=O)NC1CCCCC1 (stereo unspecified),-7,.,.,.,-11,.,-9,.,.,-15,8
COC(=O)c1ccc(CNC(=O)CSc2nc3sc(C)c(C)c3c(=O)n2C)o1,0,12,0.8,12,1,-8,6,11,-34,-27,-18
O=C(NC1CC(=O)N(c2cccc(F)c2)C1)N1CCN(C(=O)c2ccco2)CC1 (stereo unspecified),7,4,0.8,-4,-3,-8,-3,10,2,-23,-11
CCOCc1nnc(NC(=O)C2c3ccccc3Oc3ccccc32)s1,0,10,-3.1,2,-1,-5,8,-1,0,12,25
COc1cccc(N(CC(=O)N2CCN(Cc3ccccc3)CC2)S(C)(=O)=O)c1,-3,6,-1.4,0,-1,-1,5,6,-5,3,6
COc1ccc(/C(O)=C2/C(=O)C(=O)N(c3ncccn3)C2c2ccc(OC)cc2)cc1 (stereo unspecified),6,-2,-1.7,-1,4,7,6,0,-1,1,15
COc1ccc(C2=NN(CN3C(=O)C(=O)c4ccccc43)C(c3ccc(C)cc3)C2)cc1 (stereo unspecified),-7,-13,1.0,-58,-7,-5,-24,6,-116,-89,-73
O=C(Nc1ccc(F)cc1Cl)C1=COCCO1,8,-6,2.2,-11,-14,0,-22,9,-10,-23,-19
COC(=O)c1ccccc1NC(=O)CSc1nncn1-c1cccnc1,-1,-4,-0.7,-9,-3,4,2,3,-16,3,-4
O=C(CCCc1nc(-c2ccc(Cl)cc2)no1)Nc1cccnc1,1,-3,1.9,5,8,-11,41*,4,9,17,22
CC1=C(OC(=O)C(C)(C)C)C(C)(C)C(c2ccccc2)OC1=O (stereo unspecified),-3,4,7.5,14,4,-1,9,12,-3,9,-21
COc1ccc(S(=O)(=O)Nc2ccc(O)c(Sc3nc4ccccc4s3)c2)cc1,-3,4,0.7,-4,-3,-1,-1,1,8,-2,7
O=C(NNC(=O)c1ccc2ccccc2c1O)c1cccs1,4,-5,-1.6,-16,0,9,0,4,-25,-41,-19

Continuation.
smiles,ABHD5 PLIN5 PPI,LMP1 NFkB inh,MC4R ag barr,NCOA3 inh,NOD2 RIPK2 PPI,TLR9-MyD88 inh,COUP-TFII inh,MC4R antag cAMP,NCOA1 inh,NR5A2 inv ag,NCOA2 inhibitor
CC(C)C(=O)N1CCN(c2ccc([N+](=O)[O-])c(NC(C)c3ccccc3)c2)CC1 (stereo unspecified),3,5,-1.8,12,-5,-2,11,4,-20,8,6
Oc1ccc(C2=NNC(=NCc3ccc4c(c3)OCO4)SC2)c(O)c1,-5,-2,-0.5,-9,-10,-3,-8,-18,-15,-3,-58
CCCCOc1ccc(C(=O)NN2CCN(C)CC2)cc1,2,-5,-2.2,17,2,-4,-8,8,-15,1,-3
CC1(C(=O)Nc2cnc3ccccc3c2)CCN1CCc1ccccc1 (stereo unspecified),1,.,0.6,6,8,.,-6,1,-6,6,-17
COc1cccc(C(CCc2cc(OC)c(OC)c(OC)c2)NC(C)=O)c1 (stereo unspecified),2,-8,-1.5,-10,-1,14,-6,6,-20,3,-17
COc1ccccc1OCCCCN1CCN(C(c2ccccc2)c2ccccc2)CC1,12,-44,4.4,21,-1,-4,24,2,-11,23,-15
CCCN(CC(=O)Nc1ccccc1C)C(=O)c1ccc(=O)n(Cc2ccccc2)n1,-10,12,-2.3,23,2,1,-1,-1,-13,-2,13
CC1(C)CC(=O)C2=C(C1)Nc1[nH]c(=S)[nH]c(=O)c1C2c1ccccc1 (stereo unspecified),-2,-2,2.1,4,0,-13,-13,-6,5,6,-6
COC(=O)c1c(-c2cccnc2)csc1NC(=O)c1cc(C)on1,-13,-34,1.0,-94,6,-16,-34,-2,-101,-194,-64
COc1ccc(CNC(=O)CSc2nccn(-c3ccc(F)c(F)c3)c2=O)cc1,-23,2,-3.1,9,-7,4,4,3,-10,23,-8
Clc1ccc(C2NCCc3sccc32)cc1 (stereo unspecified),1,5,-2.3,3,-10,7,20,-2,27,21,24
CN(C)C1(CNC(=O)c2cccc(S(=O)(=O)NCc3ccccc3)c2)CCCCC1,-7,-1,-0.3,21,-22,-1,-5,-3,6,1,-3
Cc1ccc(S(=O)(=O)N2CCN(Cc3ccccc3)CC2)cc1,-11,4,-1.5,-5,-5,1,0,-5,-6,10,-23
O=C(NCCCCc1ccccc1)C1CC(c2ccccc2C(F)(F)F)=NO1 (stereo unspecified),0,2,-1.0,-18,-1,8,1,4,-1,20,-15
Cc1ccc(NC(=O)c2cnccn2)c(Br)c1,100*,-19,0.2,-74,5,-4,-2,-2,-78,-41,-77
COc1ccc2oc(C)c(C(=O)Cn3ccnc3)c2c1,2,-2,-1.2,3,-6,1,-9,2,-5,-30,0
COC(=O)c1cn(NC(=O)/C=C/c2ccc(OC)c(OC)c2)c(=O)c2ccccc12,2,5,-1.2,-18,0,-5,11,6,-5,-1,-23
Cc1cc(C)cc(NC(=O)CN2CCc3cc4c(cc3C2C)OCCCO4)c1 (stereo unspecified),-2,3,-0.6,13,10,0,15,4,-16,-23,23
O=C(c1cccc(NS(=O)(=O)c2ccc(Br)cc2)c1)N1CCCCC1,-18,0,0.2,-15,-4,-8,-12,8,-4,-26,-18
COc1ccc(-c2cc(C(=O)NC3CCCC3)c3ccccc3n2)cc1OC,0,-6,-0.4,-6,-3,-2,-16,4,-1,29,10
COCCn1cnc2c1c(=O)n(Cc1ccc(Br)cc1)c(=O)n2Cc1ccccc1,2,-4,0.8,-2,8,4,-1,7,-4,-3,-22
COC(=O)c1[nH]c2ccc(C)cc2c1NC(=O)CN1CCN(Cc2ccccc2)CC1,-2,8,-2.1,-90,9,3,9,-7,0,-5,19
COC(=O)c1ccc(CSc2nnc(CNC(=O)c3ccc(OC)cc3)o2)o1,1,4,-0.7,-8,7,0,-8,0,-17,14,-9
Cc1nc2c(oc3ccc(Cl)cc32)c(=O)[nH]1,2,8,-0.8,6,-15,4,9,2,-23,1,16
O=C(O)CSc1nnc(-c2ccc(Cl)cc2Cl)n1-c1ccccc1,-4,10,-1.1,-15,5,7,-6,14,6,-2,-23

More results follow:
smiles,ABHD5 PLIN5 PPI,LMP1 NFkB inh,MC4R ag barr,NCOA3 inh,NOD2 RIPK2 PPI,TLR9-MyD88 inh,COUP-TFII inh,MC4R antag cAMP,NCOA1 inh,NR5A2 inv ag,NCOA2 inhibitor
Cc1cc(NC(NC(=O)c2ccco2)(C(F)(F)F)C(F)(F)F)no1,7,3,2.6,4,-4,-2,0,-9,12,17,-29
COCCNC(=O)CCc1ccc(S(=O)(=O)Nc2ccc(C)cc2)cc1,-6,-1,-0.6,-3,-1,4,8,2,-3,18,-21
O=c1o[nH]c(-c2ccccc2)c1-c1ccccc1,-1,.,1.4,7,-1,.,-5,14,-3,-5,-14
COc1cccc(S(=O)(=O)N2CCN(C(=O)c3ccco3)CC2)c1,-5,5,-4.9,4,-8,-27,6,8,-2,3,-5
CC(=O)CCc1oc2ccc(C)cc2c1-c1ccccc1,2,-3,-0.6,-3,-7,-12,22,14,-9,-3,5
COCc1n[nH]c(=S)n1-c1cccc2ccccc12,-3,-1,-3.5,8,-7,-9,-8,-7,0,14,-21
CC(C)c1ccc(N(C(=O)c2csnn2)C(C(=O)NC(C)(C)C)c2ccncc2)cc1 (stereo unspecified),-2,-21,-0.4,-99,2,-7,-35,4,-125,-60,-20
O=CN(Cc1nc2ccccc2[nH]1)c1ccc(C(=O)O)cc1,5,-5,-1.7,-15,7,-13,18,-1,8,20,-2
CCOC(=O)CC1(CC)Oc2ccccc2N1S(=O)(=O)c1ccc(C)cc1 (stereo unspecified),-1,.,.,.,-8,.,9,.,.,-9,14
C=CCn1c(C)nnc1SCC(=O)Nc1cc(S(=O)(=O)N2CCCC2)ccc1Cl,-1,0,-1.6,1,-5,-7,-3,17,-6,-18,-13
O=C(COC(=O)/C=C/c1cccc(F)c1)Nc1ncccn1,2,-2,-2.2,15,-21,-6,9,-1,-2,7,-22
COc1cccc(CN(C)C[C@H]2OCc3cnnn3CCCC(=O)N([C@H](C)CO)C[C@@H]2C)c1,9,-5,-0.3,2,8,-4,5,0,8,16,-10
CC(C)CCOC(=O)C1[C@H]2C(=O)N(Cc3cccs3)C[C@]23C=C[C@H]1O3 (stereo partly specified),-1,2,-0.8,-25,-5,-12,18,0,4,5,-2
Cc1nc2cc(C(=O)OCC(=O)N(CC(C)C)C3CCS(=O)(=O)C3)ccc2n1-c1ccccc1 (stereo unspecified),9,4,-0.2,-18,-11,-8,-8,2,-3,-15,-49

Bioassay records deposited in PubChem by several laboratories.
